GLD-1 RNA inh: GLD-1-TGE RNA interaction inhibition (C. elegans); 0.44% of 320,000 active; purified GLD-1 + fluorescein TGE RNA, fluorescence polarization; inhibition, % at 5.96 µM; Q17339;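 active = percent inhibition above a per-plate cutoff, the plate mean of test compounds plus 3 SD, cut at about 30% in these data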;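 note: 0% = DMSO wells with GLD-1 and probe and 100% = wells lacking GLD-1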
Target sequence (Q17339 whole entry, looked up): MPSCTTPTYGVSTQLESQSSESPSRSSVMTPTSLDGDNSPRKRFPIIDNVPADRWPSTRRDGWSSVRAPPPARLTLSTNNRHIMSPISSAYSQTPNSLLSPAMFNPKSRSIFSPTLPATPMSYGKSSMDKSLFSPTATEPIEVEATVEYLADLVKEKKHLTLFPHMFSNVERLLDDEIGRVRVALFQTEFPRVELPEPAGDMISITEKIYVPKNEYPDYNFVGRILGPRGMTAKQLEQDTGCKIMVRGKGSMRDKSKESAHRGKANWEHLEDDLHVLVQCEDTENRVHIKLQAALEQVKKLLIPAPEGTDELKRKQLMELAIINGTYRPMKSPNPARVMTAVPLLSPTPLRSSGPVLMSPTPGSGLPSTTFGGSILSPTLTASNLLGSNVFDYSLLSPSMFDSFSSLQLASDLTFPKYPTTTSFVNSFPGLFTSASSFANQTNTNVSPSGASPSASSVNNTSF
VLA-4 inh: inhibition in a human VLA-4 binding assay; P13612; VLA-4 expressing cells, ligand binding flow cytometry; inhibition, % (about 7 µM as worked out from the volumes in the protocol); 0.2% of 330,000 active; AID 2557; in the data active = inhibition above about 50%
AGP1 TOR yeast: yeast TOR pathway AGP1-GFP modulation. GFP response vs DMSO, % at 10 µM. S. cerevisiae AGP1-GFP multiplex flow cytometry, 3 h; GFP as percent of DMSO wells. AID 2066. 0.02% of 320,000 active;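 active = GFP response relative to DMSO above a set limit, near screen average plus 3 SD, cut at about 150% in these data; inconclusive = fewer than 70 cells counted for the yeast strain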;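 note: median GFP channel fluorescence of the gated AGP1 strain per well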
BCLXL inh: Bcl-xL (human) inhibition. 0.7% of 320,000 active. GST-Bcl-xL / FITC-Bim BH3 peptide fluorescence polarization. inhibition, % at 10.9 µM. AID 2129;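 active = inhibition above the mean of all tested compounds plus 3 SD, cutoff set per campaign, cut at about 30% in these data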;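 note: 0% = DMSO wells and 100% = unlabeled Bim-BH3 peptide competitor; inhibitors lower millipolarization by displacing the labeled peptide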
Target sequence (Q07817 whole entry, looked up): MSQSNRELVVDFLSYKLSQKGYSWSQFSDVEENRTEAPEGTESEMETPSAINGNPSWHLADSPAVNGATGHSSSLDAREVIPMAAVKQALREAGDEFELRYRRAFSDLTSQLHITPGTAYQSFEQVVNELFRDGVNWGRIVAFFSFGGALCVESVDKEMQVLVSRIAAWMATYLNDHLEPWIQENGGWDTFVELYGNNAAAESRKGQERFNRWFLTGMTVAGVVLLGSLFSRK
CIT2-GFP yeast: modulators of TOR pathway CIT2-GFP in S. cerevisiae; S. cerevisiae CIT2-GFP strain, flow cytometry, 3 h; 100 means same as DMSO wells; GFP response vs DMSO, % at 10 µM; 0.065% of 320,000 active; AID 2029;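 active = GFP response relative to DMSO above a set limit, near the screen mean plus 3 SD, cut at about 150% in these data; inconclusive = Fewer than 70 cells measured for a yeast strain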;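 note: ratio of well median GFP fluorescence to mean of DMSO wells on the plate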
MEX-5 binding: C. elegans MEX-5 TCR-2 RNA binding activity. MEX-5/FITC-TCR2 RNA binding, fluorescence polarization; hits give low values. activity score (negative = inhibition of binding), % at 10 µM. 0.38% of 300,000 active;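 active = inhibition past about -25% in most replicates, and total fluorescence under double the plate's negative control median, limit read from the data; inconclusive = replicates evenly split on the limit, or fluorescence at least double controls; inactive = too little inhibition in most replicates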;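 note: 0% = DMSO and -100% = 5 µM competing unlabeled TCR2 RNA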
GRK2 inh: blocks RNA aptamer binding to human GRK2 | P25098 | bead flow cytometry, FAM-aptamer displacement from GRK2 | inhibition of aptamer binding, % at 10 µM | 0.59% of 330,000 active | AID 488847;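 active = inhibition of aptamer binding above 40%, roughly 3 SD of noise, on plates passing a quality check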;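 note: median bead fluorescence of bound FAM aptamer so fluorescent compounds give negative values; no value below 0 was filed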
Fam108B inh: counter-screen for RBBP9 inhibitors: inhibitors of mouse Fam108B; recombinant Fam108B, FP-Rh probe fluorescence polarization; inhibition, % at 9.51 µM; 0.33% of 300,000 active;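 active = inhibition above the screen mean inhibition plus 3 SD, computed separately per campaign, cut at about 18% in these data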;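 note: inhibitors lower polarization as less probe binds the enzyme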
MCL1-BIM inh: MCL1-BIM-BH3 interaction inhibition (human) | inhibition, % at 10.9 µM | 0.68% of 320,000 active | GST-MCL1 / FITC-Bim-BH3 fluorescence polarization | Q07820;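 active = inhibition above the mean inhibition of all tested compounds plus 3 SD, set per campaign, cut at about 40% in these data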;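 note: 0% = DMSO wells and 100% = unlabeled Bim-BH3 peptide control; higher means more loss of mP so more displacement of Bim peptide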
Target sequence (Q07820 whole entry, looked up): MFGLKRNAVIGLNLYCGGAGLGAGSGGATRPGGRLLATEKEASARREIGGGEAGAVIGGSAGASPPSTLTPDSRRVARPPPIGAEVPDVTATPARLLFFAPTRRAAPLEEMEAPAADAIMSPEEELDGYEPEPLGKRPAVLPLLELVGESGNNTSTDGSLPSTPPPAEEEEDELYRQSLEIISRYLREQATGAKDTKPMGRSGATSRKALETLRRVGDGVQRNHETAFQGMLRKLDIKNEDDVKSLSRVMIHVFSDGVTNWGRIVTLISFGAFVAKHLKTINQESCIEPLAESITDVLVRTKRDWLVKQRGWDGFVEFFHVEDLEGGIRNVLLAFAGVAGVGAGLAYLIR
* = called active by the depositor; u = inconclusive; x = no result given; & = joins results of further samples.

SMILES	GLD-1 RNA inh	VLA-4 inh	AGP1 TOR yeast	BCLXL inh	CIT2-GFP yeast	MEX-5 binding	GRK2 inh	Fam108B inh	MCL1-BIM inh
COc1cc2c(cc1OC)CN(c1ccc([N+](=O)[O-])c(C(F)(F)F)c1)CC2	-8	-6	88	5	97	-2.6	0	-4	4
COC(=O)N(c1ccccc1)P(=O)(Oc1ccccc1)Oc1ccccc1	-5	-2	97	6	102	-1.9	3	1	6
O=C(/C=C/c1ccccc1)NC(=S)N1C[C@H]2C[C@H](C1)c1cccc(=O)n1C2	6	-2	110	6	110	0.4	7	-1	7
O=C1NC(=S)N(c2ccccc2)C(=O)/C1=C/c1ccco1	25	8	85	47*	83	-93*	43*	-5	53*
O=C(N/N=C/C1C(=O)NC(=S)N(c2ccccc2)C1=O)c1cc(Br)c(O)c(Br)c1 (stereo not given)	-6	8	103	3	93	-79*	5	3	9
CCC(CO)NC(=O)C1C=C2c3cccc4[nH]cc(c34)CC2N(C)C1 (stereo not given)	35*	12	90	47*	83	-15	18	1	47*
c1ccc(CN2CCN(Cc3ccc4ccccc4c3)CC2)cc1	-5	-13	101	7	105	1.9	0	0	5
O=c1[nH]c(=S)n(C2CCCCC2)c(O)c1/C=N/N1CCOCC1	-17	-2	103	-14	94	2.2	3	3	-16
O=[N+]([O-])c1cccc2c([As](=O)(O)O)cccc12	2	1	106	9	107	-2.6	0	4	7
CCOP(=O)(OCC)C(Cc1ccccc1)NC(C)=O (stereo not given)	-2	16	110	2	109	0.5	4	0	-4
CCOC(=O)C1CCN(C(C)C(=O)c2c[nH]c3ccccc23)CC1 (stereo not given)	-11	8	93	-2	98	3.5	0	-4	-8
COc1ccccc1N1C(=O)NC(=O)C(CCc2ccncc2)(CCc2ccncc2)C1=O	2	11	104	4	106	1.9	0	0	10
CCCCn1c(O)c(C(C)=NCc2cc(OC)cc(OC)c2)c(=O)[nH]c1=O	-8	4	106	-9	108	-0.5	1	3	-13
Clc1cc(I)cc(Cl)c1NC1=NCCN1	3	-2	86	1	79	4.5	2	1	-6
Cc1ccc2c(c1)CC1(CN2C)C(=O)NC(=O)N(c2cccc(C)c2C)C1=O (stereo not given)	6	0	95	9	92	0.8	0	-4	-3
COc1ccc(CCNCc2cccn2C)cc1	7	3	103	-3	105	-0.9	0	4	-5
CN1CCC(c2c[nH]c3ccccc23)C1 (stereo not given)	-3	13	93	5	96	1.8	0	1	-2
O=C(CCC(=O)N1C[C@H]2C[C@@H](C1)c1cccc(=O)n1C2)NCc1ccccc1	-1	-70	101	11	99	-1.4	0	0	10
COc1ccc(Cn2c(O)c(/C=N/NC(=O)c3ccccc3O)c(=O)[nH]c2=O)cc1	0	1	98	10	101	u	3	13	18
CC/C(=N\NC(=O)c1ccccc1)c1c(O)n(C2CCCCC2)c(=O)[nH]c1=O	-9	17	96	3	87	-2.9	6	7	13

Five structures already listed, arranged by length of the SMILES, largest number first:
SMILES	GLD-1 RNA inh	VLA-4 inh	AGP1 TOR yeast	BCLXL inh	CIT2-GFP yeast	MEX-5 binding	GRK2 inh	Fam108B inh	MCL1-BIM inh
CC/C(=N\NC(=O)c1ccccc1)c1c(O)n(C2CCCCC2)c(=O)[nH]c1=O	-9	17	96	3	87	-2.9	6	7	13
CCCCn1c(O)c(C(C)=NCc2cc(OC)cc(OC)c2)c(=O)[nH]c1=O	-8	4	106	-9	108	-0.5	1	3	-13
CCOC(=O)C1CCN(C(C)C(=O)c2c[nH]c3ccccc23)CC1 (stereo not given)	-11	8	93	-2	98	3.5	0	-4	-8
Clc1cc(I)cc(Cl)c1NC1=NCCN1	3	-2	86	1	79	4.5	2	1	-6
COc1ccc(CCNCc2cccn2C)cc1	7	3	103	-3	105	-0.9	0	4	-5

Later entries:
SMILES	GLD-1 RNA inh	VLA-4 inh	AGP1 TOR yeast	BCLXL inh	CIT2-GFP yeast	MEX-5 binding	GRK2 inh	Fam108B inh	MCL1-BIM inh
O=[N+]([O-])O[C@H]1CO[C@H]2[C@@H]1OC[C@H]2O[N+](=O)[O-]	2	12	99	3	99	x	0	-2	7
Nc1c(C(=O)NCc2ccco2)c2nc3ccccc3nc2n1Cc1ccc(F)cc1	10	13	92	-2	97	0.3	14	-1	0
NC(=S)c1cn(C2OC(CO)C(O)C2O)c2ncnc(N)c12 (stereo not given)	3	-1	101	4	100	-1.6	20	-2	1
Nc1ccc(N=Nc2ccccc2)cc1	0	-1	76	7	71	1.0	4	3	5
ClCCOCOCCCl	-1	6	91	5	90	x	0	x	-3
COc1ccc(C(=O)CN2CCOCC2)cc1F	4	13	108	4	106	-3.6	1	0	-3
Cn1c(O)c(C=NCCN2CCOCC2)c(=O)[nH]c1=S	7	5	88	5	100	-0.2	0	0	2
CCOc1ccc(N2C(=O)NC(=O)/C(=C\c3ccc(N4CCCCC4)o3)C2=O)cc1	-173	-1	108	-104	111	11	0	-6	-237
CC(C)n1c(O)c(C=NCc2ccccc2)c(=O)[nH]c1=S	-1	9	109	4	107	0.0	0	-1	-2
Cn1nnc(CC[N+](C)(C)C)n1	6	4	107	3	105	0.9	0	0	6
CC1CCN2c3nc4ccccn4c(=O)c3CC3(C(=O)N(C)C(=O)N(C)C3=O)C2C1 (stereo not given)	-1	1	106	4	99	-0.2	3	1	5
CCOc1cc2c(cc1OCC)-n1cccc1C(c1ccccc1O)NC2 (stereo not given)	4	2	111	-2	116	1.1	0	5	-1
Cc1cccnc1-n1c(-c2ccco2)nc2ccccc2c1=O	2	13	93	6	93	-2.5	1	1	4
Cc1ccc(-c2ccc(=O)n(CCC(=O)N3CCC4(CC3)OCCO4)n2)cc1	7	3	117	3	99	0.8	1	4	2
COC(=O)C1=CO[C@H](C)[C@H]2CN3CC[C@@]4(C(=O)Nc5ccccc54)[C@@H]3C[C@H]12	4	31	107	2	104	0.6	0	1	-4
CCOC(=O)C1=C(N)OC2=C(C(=O)CCC2)C12C(=O)N(C)c1ccccc12 (stereo not given)	0	6	111	-1	100	3.1	4	-3	-8
ClCC(Br)CBr (stereo not given)	-2	13	u	4	u	x	0	x	-5
NNC(N)=O	-1	17	106	-1	116	x	1	3	3
Clc1ccccc1N1CCN(Cc2ccc3c(c2)OCO3)CC1	x	-5	101	x	101	-0.1	0	x	x
COc1cc(N2C(=O)CC(=O)NC2=O)cc(OC)c1OC	-16	7	87	-8	94	-1.3	0	-6	-19
CC(CCc1ccccc1)NC(C)C(O)c1ccc(O)cc1 (stereo not given)	1	-353	84	6	82	0.6	0	4	2
CCN(CC)CCCN=Cc1c(O)n(CCc2ccc(OC)c(OC)c2)c(=O)[nH]c1=O	2	6	101	10	104	0.8	6	-2	8
CC1(C)C(C(=O)N2CCN(C(=O)c3ccccc3)CC2)C1(C)C	5	12	96	5	100	-3.3	1	4	2
C=Cn1ccnc1P(=S)(c1c(C)nn(-c2ccccc2)c1C)c1nccn1C=C	-4	4	93	2	98	0.6	1	2	3
CCN(CC)C1=NC(=[N+](CC)CC)c2ccccc21	0	3	105	1	103	-0.3	3	1	4
NC(=O)CSP(=O)(c1ccccc1)c1ccccc1	6	-1	100	1	110	x	0	-1	7
OCC12COC3c4ccccc4C(OC1)N32 (stereo not given)	-1	5	103	0	104	1.9	0	-3	3
CCN(C(=O)COC(=O)c1cn(C)c2ccccc12)c1ccc(F)cc1	3	1	99	4	91	x	0	x	6
CC(c1ccccc1)n1cncc1C(=O)O (stereo not given)	3	14	91	10	97	-0.1	4	3	5
CCc1ccc(NC(=O)CN2CC(c3ccccc3)CC2=O)cc1 (stereo not given)	-1	1	104	2	99	3.2	1	-1	1
O=C(Nc1ccncc1)c1cccn(Cc2ccccc2)c1=O	-4	-2	101	3	97	0.5	1	-1	11
COc1cc(O)cc2c1cc([N+](=O)[O-])c1c(C(=O)O)cc3c(c12)OCO3	-7	-21	103	x	100	x	3	x	x
CN1CCN(CCOC2c3ccccc3CSc3ccc(Cl)cc32)CC1 (stereo not given)	-7	3	105	1	102	1.7	0	-4	-8
COC(=O)C1=C(c2cccc(OC)c2OC)C[C@@H]2CC[C@H]1N2C(=O)NCC1CC1	1	x	x	-2	x	-3.5	x	2	-3
COC(=O)C1=C(c2ccc(F)cc2OCc2ccccc2)C[C@@H]2CC[C@H]1N2C(=O)NCC1CC1	1	-2	101	-4	104	x	5	x	2
CC12CCC(=O)C=C1CCC1C2CCC2(C)C(O)CCC12 (stereo not given)	3	-17	102	1	91	x	0	-1	2
CCc1ccc(NC(=O)C(C)OC(=O)c2c(C)nn(Cc3ccccc3)c2Cl)cc1 (stereo not given)	5	8	107	5	101	0.2	0	1	4
O=C(O)c1ccc(/C=C/c2nc3ccccc3c(=O)n2-c2ccc(Br)cc2)cc1	-8	13	88	0	87	1.3	4	0	7
Cc1onc(-c2c(Cl)cccc2Cl)c1/C(N)=N/OC(=O)N(C)C	8	23	106	1	96	-0.8	2	1	8
O=C1NC(=O)N(Cc2ccco2)C(=O)/C1=C\c1ccc(-c2ccc(F)cc2)o1	-30	-6	91	-6	100	-1.7	15	2	7
CCOP(=O)(OCC)C(NC(=O)c1cccc2ccccc12)C(Cl)(Cl)Cl (stereo not given)	4	17	96	1	98	-0.3	0	2	-2
CCCCCOc1ccc(C)cc1CN(CCCl)CCCl	-1	7	100	2	91	1.5	0	1	-1
Oc1ccc2c3c1O[C@H]1c4oc5ccccc5c4C[C@@]4(O)[C@@H](C2)N(CC2CC2)CC[C@]314	3	7	80	4	75	0.7	2	1	-2
Cc1ccc(-n2c(C)nc3cc(Cl)ccc3c2=O)nc1	-1	5	98	-6	95	1.0	7	0	6
CCOC(=O)C1=C(N)OC2=C(C(=O)CCC2)C12C(=O)Nc1ccccc12 (stereo not given)	-1	12	107	-1	104	1.7	0	2	-6
Cc1cccc(N/N=C/c2c(O)[nH]c(=S)[nH]c2=O)c1	-3	x	x	3	x	-14	x	-2	13
O=C(c1cccnc1)C1CCCN(Cc2nc(-c3cnccn3)no2)C1 (stereo not given)	8	6	98	8	97	-2.3	5	-3	12
COc1ccccc1N1CCN(Cc2c(F)cccc2F)CC1	-1	-5	113	0	109	0.8	3	0	-2
O=C(c1cc2cc(Cl)ccc2[nH]1)N1CCC2(CC1)OCCO2	0	4	31	4	86	-1.1	2	-4	-4
CCCOC(=O)COc1cc(C)cc2oc(=O)c3c(c12)CCC3	3	-12	106	3	105	1.7	0	-3	3
Next entries follow.
SMILES	GLD-1 RNA inh	VLA-4 inh	AGP1 TOR yeast	BCLXL inh	CIT2-GFP yeast	MEX-5 binding	GRK2 inh	Fam108B inh	MCL1-BIM inh
COC(=O)C1=C(c2ccc(S(C)(=O)=O)cc2)C[C@@H]2CC[C@H]1N2C(=O)NC1CCCCC1	5	5	92	1	110	-1.9	0	-2	-3
Clc1ccc(COC(Cn2ccnc2)c2ccc(Cl)cc2Cl)c(Cl)c1 (stereo not given)	4&1	29&28	116&73	7	u	-0.1	1&3	2	-3
CC(C)CC(=O)NC(Oc1ccc(Cl)cc1)C(Cl)(Cl)Cl (stereo not given)	-4	2	104	3	90	3.0	0	-5	-5
NNC(=O)c1ccc(Cl)cc1	6	2	104	4	110	1.8	0	-1	9
CC(=NCc1ccc2c(c1)OCO2)c1c(O)n(Cc2ccccc2)c(=O)[nH]c1=O	-5	12	113	-2	104	1.1	0	0	-3
O=C(COc1ccccc1)NCCc1cnc[nH]1	x	-12	102	x	103	1.7	0	x	x
O=C1CC(=O)N(c2cccc(Br)c2)C(=O)N1	-8	7	99	-2	95	-0.6	1	-8	-6
CCn1c(O)c(C(c2ccccn2)c2c(O)n(CC)c(=S)[nH]c2=O)c(=O)[nH]c1=S	1	1	104	13	99	-2.4	8	-6	15

Compound activity from PubChem.

This is a subset, so the mix of outcomes need not match the whole.
